Source: PubChem
KB-V1 MDR tox – qHTS assay for MDR1-selective chemotherapeutics: Primary screen using the drug-selected MDR subline cells KB-V1; KB-V1 MDR cells viability, CellTiter-Glo, 72 h; Potency, µM (top dose mostly 46.1 µM), for the others: at the highest dose activity change, negative = cytotoxicity, hits mostly cytotoxic; 400,000 compounds, 3.4% hits; AID 1347076, 2019; also: potency is read from the fitted curve at half-maximal effect; % is scaled to controls: 0 for no effect and ±100 for the full control effect; nearly all actives have a fitted effect of over 60% in size
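KB-V1, DMEM (no phenol red) + 10% FBS; cpd pin-transferred, titration series; 72 h, 37 degrees C; CellTiter-Glo, luminescence. Data normalized, curve-fit.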
HT1080-NT tox – qHTS for induction of synthetic lethality in tumor cells producing 2HG: qHTS for the HT-1080-NT fibrosarcoma cell line; HT-1080-NT fibrosarcoma viability, CellTiter-Glo ATP luminescence, 48 h; Potency, µM (titrated, usually from 46.1 µM), for inactives: at the highest dose activity, negative = less viability, hits mostly cytotoxic; 360,000 compounds, 1.6% hits;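 also: NT is the 2HG producing partner of a matched IDH1 knockdown line; potency is read from the fitted curve at half-maximal effect; 0% = DMSO-treated cells and -100% = media-only wells without cells; nearly all actives have a fitted effect of over 55% in size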
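HT-1080-NT; 750 cells/well; 5% FBS RPMI; 48 h compound, 37 degrees C; CellTiter-Glo luminescence; curve fitting and curve-class assignment.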
HT1080 IDH1KD tx – qHTS for induction of synthetic lethality in tumor cells producing 2HG: qHTS for the HT-1080-IDH1KD cell line; HT-1080 IDH1 knockdown viability, ATP luminescence, 48 h; Potency, µM (highest dose often 46.1 µM), for the others: at the top dose activity, negative = toxicity, most hits filed as cytotoxic; 360,000 compounds, 2% hits; AID 686971, 2013;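 also: potency is read from the fitted curve at half-maximal effect; 0% = DMSO wells and -100% = cell-free medium wells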
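Luminescent ATP read-out (CellTiter-Glo, 10 min at room temperature) after 48 h compound exposure at 37 °C gave viability of IDH1-knockdown HT-1080 cells. Activity was normalised to DMSO and cell-free wells, then fitted as concentration-response curves.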
SW480 rereplic – A quantitative high throughput screen for small molecules that induce DNA re-replication in SW480 colon adenocarcinoma cells; SW480 DNA re-replication, Hoechst DNA content imaging, 48 h; 340,000 compounds, 1.8% hits; Potency, µM (highest dose often 46.1 µM), inactives show at the highest dose re-replication activation, actives largely listed as activators; also: potency is read from the fitted curve at half-maximal effect; % of control where 0% means no effect; nearly all actives have a fitted effect of over 55% in size
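Image-based read-out: total Hoechst fluorescence of nuclei (405 nm excitation, 500-530 nm emission), with hits raising the fraction of high-intensity nuclei. SW480 colon cells incubated 48 hr with compounds at 37 C.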
HEK293 tox – qHTS of GLP-1 Receptor Inverse Agonists: Cytotox Screen; HEK293 cAMP-luciferase reporter cells, luminescence, 24 h; Potency, µM (doses to about 38.3 µM), for the others: at the highest dose activity change, negative = inhibition, usual class: inhibitors; 410,000 compounds, 0.13% hits; AID 624418, 2012;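 also: loss of luciferase light is scored as toxicity; potency is read from the fitted curve at half-maximal effect; % is scaled to controls: 0 for no effect and ±100 for the full control effect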
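MLSMR compounds, 24 hr on cells at 37 deg C/5% CO2; luminescence after luciferase reagent (12 min RT). Inhibition counted as the undesired cytotoxic outcome.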
MCF10A rereplic – A quantitative high throughput screen for small molecules that induce DNA re-replication in MCF 10a normal breast cells | MCF 10A DNA re-replication, Hoechst nuclear intensity, 48 h | Potency, µM (titrated, usually from 46.1 µM), without a hit: at the highest dose activity, positive = re-replication, usual class: activators | AID 624296, 2012 | 350,000 compounds, 2.9% hits; also: potency is read from the fitted curve at half-maximal effect; % of control where 0% means no effect; nearly all actives have a fitted effect of over 50% in size
KB-3-1 tox – qHTS assay for MDR1-selective chemotherapeutics: Primary screen using the parental adenocarcinoma cell KB-3-1. KB-3-1 viability, CellTiter-Glo ATP luminescence, 72 h. Potency, µM (top dose mostly 46.1 µM), without a hit: at the highest dose activity change, negative = cytotoxic, most hits filed as cytotoxic. 400,000 compounds, 1.4% hits; also: potency is read from the fitted curve at half-maximal effect; % is scaled to controls: 0 for no effect and ±100 for the full control effect; nearly all actives have a fitted effect of over 60% in size
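Luminescent ATP read-out (CellTiter-Glo) measures survival of drug-naive KB-3-1 cells after 72 h compound exposure at 37 °C. Titration series was screened from lowest to highest concentration, with DMSO vehicle plates as background controls.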
DRD3 agonist – qHTS of D3 Dopamine Receptor Agonist: qHTS; D(3) dopamine receptor (Homo sapiens), P35462; D3R DiscoveRx beta-arrestin cells, luminescence, 90 min; max activation, %; 410,000 compounds, 0.58% hits; AID 652048, 2013; in the data active = max activation above about 30%; also: 0% is about no effect; mostly tested at two doses, the higher about 12 µM
Target sequence (P35462 whole entry, looked up): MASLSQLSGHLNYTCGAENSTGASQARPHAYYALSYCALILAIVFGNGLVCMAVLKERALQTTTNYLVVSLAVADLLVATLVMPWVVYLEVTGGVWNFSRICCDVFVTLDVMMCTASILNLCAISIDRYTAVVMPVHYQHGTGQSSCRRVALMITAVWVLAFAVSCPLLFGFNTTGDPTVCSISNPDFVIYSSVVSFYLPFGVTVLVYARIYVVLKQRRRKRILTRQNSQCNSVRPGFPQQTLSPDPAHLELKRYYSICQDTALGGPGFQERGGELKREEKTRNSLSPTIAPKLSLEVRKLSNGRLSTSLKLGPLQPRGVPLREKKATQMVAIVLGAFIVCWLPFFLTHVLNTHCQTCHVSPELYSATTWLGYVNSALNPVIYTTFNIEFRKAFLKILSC
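Cells at 1500/well, incubated overnight, then treated with pinned compounds (dopamine as control) for 90 min at 37 degrees C. DiscoveRx reagent added for 30 - 60 minutes at room temperature; luminescence read.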
IL1B secr inh – qHTS for Inhibitors of Inflammasome Signaling: IL-1-beta AlphaLISA Primary Screen | THP-1 LPS/ATP IL-1B secretion, AlphaLISA, 16 h; active compounds read low | activity change, % at 57.5 µM | 360,000 compounds, 4.7% hits | AID 743279, 2014; in the data active = activity change below about -50%; inconclusive = mostly about -30% to -49%; also: % is scaled to controls: 0 for no effect and ±100 for the full control effect
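Secreted IL-1B measured by AlphaLISA bead assay after 16 h compound exposure of THP-1 cells; compounds (final up to 57.5 uM) added 1 h before LPS (250 ng/mL) and ATP (1.25 mM) stimulation; lower signal means less secretion.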
* marks the source's active call; other numbers are inactive results; ? = inconclusive; nt = not tested or not shown; [ ] = remark or other dose. Unless noted, calls follow the shape of the dose curve; as a rule, active = well fitted curve in the direction sought with a large enough effect; inconclusive = small, poorly fitted or top-dose-only effect, or another doubt; inactive = no such curve, though single readings can be large; an effect the other way counts as inactive or inconclusive.

no.	Structure	KB-V1 MDR tox	KB-3-1 tox	HT1080 IDH1KD tx	IL1B secr inh	DRD3 agonist	MCF10A rereplic	HEK293 tox	HT1080-NT tox	SW480 rereplic
1	CSc1ccc(S(=O)(=O)NCC(=O)OCC(=O)N(Cc2ccccc2)C(C)C)cc1[N+](=O)[O-]	27%	6%	0%	?	-1	?	-9%	19%	-6%
2	Fc1cc(NCc2ccccc2)nc(NCc2ccccc2)n1	0%	-14%	-10%	-60*	-4	?	9%	-9%	1%
3	CC(C)C(=O)Nc1nc2ccc(S(C)(=O)=O)cc2s1	10%	?	-30%	-25	-7	?	-15%	-10%	10%
4	CCNC(=O)C1(C)CCN(Cc2ccccc2C#N)C1 (stereo unspecified)	3%	0%	16%	18	-3	nt	2%	20%	nt
5	CCOC(=O)C(C)Oc1ccc(C2NC(=O)NC(C)=C2C(C)=O)cc1Br (stereo unspecified)	8%	23%	8%[9.24 µM]	?	-3	3%	-13%	-20%	-1%
6	CC(=O)Nc1ccc(S(=O)(=O)NC(C)C(=O)NCC(c2ccco2)N2CCCCC2)cc1 (stereo unspecified)	-13%	2%	3%	6	0	0%	1%	12%	3%
7	CC(C)(C)c1ccc(C(=O)NC(=S)Nc2sc3c(c2C#N)CCC3)cc1	?	?	-6%	?	6	10%	-10%	3%	-3%
8	CCOc1c(S(=O)(=O)N2CCCC2)ccc(Cl)c1Cl	-14%	-9%	-21%	-15	2	?	-5%	-16%	-1%
9	O=C(c1ccccc1Cc1ccccc1)N1CCN(S(=O)(=O)c2ccc(F)cc2)CC1	?	8%	1%	7	2	0%	2%	6%	-89%[inhibitor]
10	CN(Cc1ccon1)C(=O)CC1C(=O)NCCN1Cc1ccc(Cl)c(F)c1 (stereo unspecified)	-4%	14%	-1%	0	5	1%	-8%	3%	-2%
11	COc1cc(/C=N/NC(=O)CCc2c(C)n[nH]c2C)ccc1O	14%	12%	9%	9	1	0%	-14%	10%	-8%
12	CC1CCc2c(cnc3ncnn23)C1 (stereo unspecified)	4%	1%	5%	4	0	4%	3%	7%	2%
13	O=C1CCc2cc(S(=O)(=O)NCCc3ccc(Cl)cc3)cc3c2N1CC3	?	3%	-8%	-6	-19	0%	-11%	-2%	2%
14	CCOC(=O)c1cnc(SCc2cccc(C)c2)nc1N	-14%	-4%	4%	-15	-3	2%	-13%	9%	-12%
15	O=C(O)CC(NCc1ccco1)C(=O)OCC1CCCO1 (stereo unspecified)	?	10%	11%	3	0	2%	-1%	10%	0%

Entries of single compounds as entered above.
`O=C(c1ccccc1Cc1ccccc1)N1CCN(S(=O)(=O)c2ccc(F)cc2)CC1` is listed with KB-V1 MDR tox = ?; KB-3-1 tox = 8%; HT1080 IDH1KD tx = 1%; IL1B secr inh = 7; DRD3 agonist = 2; MCF10A rereplic = 0%; HEK293 tox = 2%; HT1080-NT tox = 6%; SW480 rereplic = -89%[inhibitor]
`O=C(O)CC(NCc1ccco1)C(=O)OCC1CCCO1` (stereo unspecified) is listed with KB-V1 MDR tox = ?; KB-3-1 tox = 10%; HT1080 IDH1KD tx = 11%; IL1B secr inh = 3; DRD3 agonist = 0; MCF10A rereplic = 2%; HEK293 tox = -1%; HT1080-NT tox = 10%; SW480 rereplic = 0%

Later entries
no.	Structure	KB-V1 MDR tox	KB-3-1 tox	HT1080 IDH1KD tx	IL1B secr inh	DRD3 agonist	MCF10A rereplic	HEK293 tox	HT1080-NT tox	SW480 rereplic
16	COc1cc(OC)cc(C(=O)N(Cc2nc(-c3cccc(C)c3)no2)C(C)C)c1	?	7%	-2%[9.24 µM]	8	-16	0%	-1%	-4%	-2%
17	O=C(CCc1ccc(O)cc1)N/N=C/c1coc2ccccc2c1=O	-11%	9%	0%	nt	-4	21%	2%	0%	?
18	CCCCN1C=C(C(C)=O)C(=O)CC1	0%	0%	10%	29	8	-27%	-5%	5%	8%
19	O=C1NC(=Nc2ccccc2Cl)S/C1=C\c1ccc(C(=O)O)cc1	6%	-4%	2%	-3	-3	-5%	2%	0%	?
20	O=C(/C=C/c1ccccc1)Nc1cc(C(=O)O)cc(C(=O)O)c1	0%	17%	3%	0	-15	1%	4%	3%	-6%
21	COc1ccc(N(C(=O)c2ccccc2)S(=O)(=O)c2cccs2)cc1	-18%	5%	?	8	-6	?	-3%	16µM*	25%
22	O=C(Cn1cnc(S(=O)(=O)N2CCOCC2)c1)Nc1ccc(OC(F)(F)F)cc1	-5%	1%	-3%	10	-2	-2%	-2%	4%	-5%
23	CCOC(=O)c1cnc(Nc2nc3ccccc3o2)nc1CSc1nnc(C)s1	?	-30%	-1%	31	1	?	?	-20%	0.65µM*
24	CCOc1ccc(-c2noc(CSc3nnc(Cc4ccccc4)n3-c3cccc(C)c3)n2)cc1	?	-20%	nt	nt	1	nt	-8%	nt	nt
25	CNCc1ccccc1OCC(=O)Nc1ccccc1OC	?	1%	?	-5	-62	16%	-1%	-1%	18%
26	COc1ccc(/C=C2\SC(=S)N(CCCC(=O)Nc3ccc(O)cc3)C2=O)cc1	1%	?	?	-59*	-13	23%	?	?	?
27	CC1CCCCC1NC(=O)CCNS(=O)(=O)c1ccc2c(c1)CCC(=O)N2 (stereo unspecified)	-2%	3%	2%	16	-5	?	4%	6%	13%
28	COc1ccc(C(C)=O)cc1CC(=O)N(Cc1ccccc1)c1ccccc1	?	-11%	2%	11	4	1%	12%	0%	8%
29	CSc1ccc(CN2CCC2(C)C(=O)NCc2cccc(C(F)(F)F)c2)cc1 (stereo unspecified)	?	0%	?	-18	-9	nt	5%	?	nt
30	Cc1ccc(-c2cc(C(=O)N3CCCCCC3)no2)cc1	-1%	0%	10%	-10	8	-2%	-1%	18%	-12%
31	CCC(C)CN1CCC(CO)(Cc2ccccc2Cl)CC1 (stereo unspecified)	10%	-8%	-17%	0	-10	9%	0%	3%	-4%
32	O=C(CSc1ccc(F)cc1)Nc1ccc2c(c1)C(=O)NC2=O	0%	1%	10%	4	-7	2%	1%	-4%	-9%
33	COc1ccc(N(CCCN2C(=O)c3cccc4cccc(c34)C2=O)C(=O)c2cccc(OC)c2)cc1	5%	0%	-16%	-11	4	?	-6%	-1%	?
34	COC(=O)CSc1nnc(-c2ccncc2)n1N	8%	0%	4%	1	-4	2%	2%	12%	0%
35	Oc1cccc(/C=N/Nc2cc(N3CCOCC3)nc(N3CCOCC3)n2)c1	?	-20%	3%	-54*	2	?	9%	-3%	5.8µM*
36	c1csc(CNCCCN2CCOCC2)c1	6%	6%	16%	7	-5	0%	-18%	11%	-1%[9.22 µM]
37	COc1ccc(Cl)cc1NC(=O)CSc1nc2c(oc3ccccc32)c(=O)n1Cc1ccco1	0%	0%	nt	nt	-7	nt	1%	nt	nt
38	CCCCN(CCCC)S(=O)(=O)c1ccc2oc(C(=O)NCc3ccc(C)cc3)c(C)c2c1	-15%	-29%	nt	nt	-7	nt	-14%	nt	nt
39	COC(=O)c1ccc(Cn2nc(-c3ccccc3)ccc2=O)cc1	2%	15%	8%	18	3	16%	6%	1%	-6%
40	Cc1cccc(CCNC(=O)c2ccc3c(c2)nc2n3CCCCC2)c1	0%	-20%	nt	nt	23	nt	-10%	nt	nt
41	Cc1cccc(OCCCC(=O)Nc2sc3c(c2C(N)=O)CCC(C)C3)c1 (stereo unspecified)	-10%	-4%	nt	nt	4	nt	2%	nt	nt
42	Cc1ccc2nc(-c3ccc(NC(=O)Cc4ccccc4)cc3)sc2c1	17%	19%	nt	nt	3	nt	-7%	nt	nt
43	Cc1ccc2c(=O)cc(C(=O)Nc3ccc(S(=O)(=O)Nc4nc(C)cc(C)n4)cc3)oc2c1	9%	-3%	nt	nt	5	nt	-8%	nt	nt
44	CC(=O)N(\C=C/C=C/C=C1\Sc2ccccc2C1=O)c1ccccc1	?	0%	?	2	6	15µM*	2%	?	-1%
45	COc1ccc(CC(=O)Nc2nc(C)cs2)cc1	4%	-5%	7%	5	-5	-1%	0%[0.307 µM]	18%	-6%
46	CC(C)(C)NC(=O)Cn1cnc2cc([N+](=O)[O-])ccc2c1=O	-1%	8%	1%	18	2	?	8%	0%	3%
47	COc1ccc(CNC(=O)C(=O)NCCC2CCCCN2S(=O)(=O)c2ccc(C)cc2)cc1 (stereo unspecified)	?	-12%	0%	-11	2	23%	-4%	-7%	-5%
48	C[C@H]1[C@@H](c2ccccc2)Oc2ccc(Cl)cc2S(=O)(=O)N1Cc1ccc(F)cc1F	18%	6%	1%	-8	9	3%	4%	0%	?
49	Cc1ccc(NC(=S)NC(CO)C(O)c2ccc([N+](=O)[O-])cc2)cc1 (stereo unspecified)	18%	-1%	11%	1	-4	6%	15%	12%	-79%[inhibitor]
50	COc1ccccc1CCC(=O)Nc1ccc2c(c1)CN(Cc1ccc(C)o1)CC2	-15%	6%	-14%	?	-9	2%	3%	-2%	2%
51	Cc1ccc(S(=O)(=O)N2CCN(C(=O)CSc3n[nH]c(N)n3)CC2)c(C)c1	7%	-6%	-11%	-12	-6	?	9%	-1%	4%
52	Cc1ccc(N2CC(C(=O)Nc3cc(C)ccc3F)CC2=O)cc1 (stereo unspecified)	-9%	0%	-4%	16	5	1%	-19%	-2%	-4%
53	O=C(CN1CCN(c2ccccc2)CC1)Nc1ccc(Oc2ccccc2)cc1	23µM*	-12%	-4%	-10	12	1%	-9%	-3%	-2%
54	CCCOC(=O)CSc1nc(N)c(C#N)c(CC)c1C#N	14%	-4%	17%	-1	-5	1%	-19%	25%	-7%

Compounds were not picked by outcome, and some 11% of all compounds hit somewhere here.
